EPAC1 antag: EPAC1 (human) antagonism. O95398. EPAC1 GEF assay, Rap1b-BODIPY-GDP exchange fluorescence. Potency, µM (doses to about 115 µM), inactives show top-dose activity change, negative = inhibition, most hits filed as inhibitors. 360,000 compounds, 0.14% hits. AID 720709;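 note: potency is the fitted concentration of half-maximal effect; plate controls were vehicle for no effect and positive control for full effect; nearly all actives have a fitted effect of over 50% in size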
Target sequence (O95398 whole entry, looked up): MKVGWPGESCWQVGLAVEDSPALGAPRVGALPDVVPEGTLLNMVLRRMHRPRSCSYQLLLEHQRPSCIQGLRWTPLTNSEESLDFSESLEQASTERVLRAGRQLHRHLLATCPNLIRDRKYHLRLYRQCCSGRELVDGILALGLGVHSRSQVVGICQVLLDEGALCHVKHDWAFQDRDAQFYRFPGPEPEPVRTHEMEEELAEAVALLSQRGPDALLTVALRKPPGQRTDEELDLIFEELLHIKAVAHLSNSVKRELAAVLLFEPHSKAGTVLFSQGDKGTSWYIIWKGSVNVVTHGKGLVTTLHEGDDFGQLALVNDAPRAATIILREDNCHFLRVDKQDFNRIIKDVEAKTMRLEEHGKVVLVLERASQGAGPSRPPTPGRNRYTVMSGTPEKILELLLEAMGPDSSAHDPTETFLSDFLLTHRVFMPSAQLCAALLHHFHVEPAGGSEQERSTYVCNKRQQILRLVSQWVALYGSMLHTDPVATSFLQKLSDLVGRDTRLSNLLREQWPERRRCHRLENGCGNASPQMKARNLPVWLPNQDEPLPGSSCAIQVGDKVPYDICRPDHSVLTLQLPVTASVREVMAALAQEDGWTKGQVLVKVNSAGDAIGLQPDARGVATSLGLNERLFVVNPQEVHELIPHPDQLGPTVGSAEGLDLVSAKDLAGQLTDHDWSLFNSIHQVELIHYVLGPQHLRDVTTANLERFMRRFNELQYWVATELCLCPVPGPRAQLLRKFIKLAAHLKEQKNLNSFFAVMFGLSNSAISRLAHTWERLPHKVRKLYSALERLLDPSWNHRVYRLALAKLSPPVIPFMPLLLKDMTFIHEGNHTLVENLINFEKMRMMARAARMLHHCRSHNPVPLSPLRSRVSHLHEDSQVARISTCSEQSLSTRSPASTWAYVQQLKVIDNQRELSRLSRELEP
Mm-Cpn inhibitor: inhibitors of Methanococcus maripaludis chaperonin (MmCpn); purified Mm-Cpn ATPase, ADP Transcreener TR-FRET; Potency, µM (titrated, usually from 76.9 µM), without a hit: at the highest dose activity, negative = inhibition, most hits filed as inhibitors; 330,000 compounds, 0.031% hits; AID 504842; note: potency is the fitted concentration of half-maximal effect; % is set by controls: 0 for no effect and ±100 for the full control effect; nearly all actives have a fitted effect of over 80% in size
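Measured: ADP formation by purified Mm-CPN. Conditions: 25 nM protein, 10 uM ATP, Tris pH 7.4 with Mg2+, K+ and DTT, 37°C for 30 min. Detection: Transcreener HTRF after 30 min at room temperature.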
PI5P4Ka inh: inhibitors of human PI5P4K alpha; 330,000 compounds, 1.2% hits; P48426; PI5P4Kalpha enzyme, ADP-Glo luminescence, 60 min; active compounds read low; max response, %; AID 652105; active = max response of -50% or lower; inconclusive = between -30% and -50%; inactive = -30% or higher; note: value at the top dose of about 77 µM; % is set by controls: 0 for no effect and ±100 for the full control effect
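Single end-point luminescence (ADP-Glo) quantified ADP from PI5P4Kalpha turnover; ATP 5 microM final, 1 h at RT, 0.1% CHAPS and 0.28 mM EGTA in HEPES pH 7.4.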
CCT modulator: cytosolic chaperonin activity modulation. purified chaperonin ATPase assay, HTRF ADP detection, 30 min. activity change, % (no concentration beside the values), hits read low. 360,000 compounds, 0.3% hits. AID 651819; in the data active = activity change below about -30%; note: % is set by controls: 0 for no effect and ±100 for the full control effect
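Nucleotide hydrolysis assay: TRiC at 20–40 nM final (set by batch activity) with 10 uM ATP, 30 min at 37 °C, in presence of 76 uM compound. Detection by competitive ADP HTRF, 30 min ambient.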
EPAC1 agonist: EPAC1 (human) agonism; Potency, µM (titrated, usually from 154 µM), without a hit: at the highest dose activation, hits mostly activators; O95398; 360,000 compounds, 0.073% hits; EPAC1 agonist qHTS, biochemical assay; response scale: 100% = response to 6.5 mM cAMP; note: potency is the fitted concentration of half-maximal effect; nearly all actives have a fitted effect of over 60% in size
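Normalized to 6.5 mM cAMP, activity reflects EPAC1-catalysed release of BODIPY-GDP from Rap1B, followed kinetically over 30 min at 480 nm excitation, 540 nm emission. Reaction contained 100 nM EPAC1, 250 nM Rap1B-BODIPY-GDP, 50 uM GDP.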
EPAC2 antag: antagonists of human EPAC2; Q8WZA2; EPAC2 GEF exchange of Rap1B-BODIPY-GDP, fluorescence; Potency, µM (highest dose often 114 µM), for the others: top-dose activity, negative = inhibition, hits mostly inhibitors; 360,000 compounds, 0.18% hits; AID 720708; note: potency is the fitted concentration of half-maximal effect; % is set by controls: 0 for no effect and ±100 for the full control effect; nearly all actives have a fitted effect of over 45% in size; many of its hits are not listed in these tables
WRN inhibitor: blocks human WRN helicase; Q14191; WRN helicase unwinding, fluorescent forked duplex, kinetic; Potency, µM (titrated, usually from 114 µM), without a hit: at the highest dose activity change, negative = inhibition, actives largely listed as inhibitors; 360,000 compounds, 0.46% hits; AID 651768; note: potency is the fitted concentration of half-maximal effect; % is set by controls: 0 for no effect and ±100 for the full control effect; nearly all actives have a fitted effect of over 55% in size
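Primary qHTS, 1536-well format. 20 nM WRN + compound, 15 min RT; start with 100 nM forked fluorophore/quencher duplex, 2 mM ATP (final); kinetic read ex 525/em 598 nm.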
PLK1 PBD inh: blocks phosphopeptide binding to human PLK1 polo-box domain | P53350 | Plk1 PBD binding of FITC phosphopeptide, fluorescence polarization | Potency, µM, inactives show max response, negative = inhibition, most hits filed as inhibitors | 360,000 compounds, 2.8% hits | AID 720504; note: potency is the fitted concentration of half-maximal effect; series mostly up to about 57 µM; % is set by controls: 0 for no effect and ±100 for the full control effect; nearly all actives have a fitted effect of over 65% in size
Active calls of the source: *; ? = inconclusive; / = no result given; [ ] = another dose, or the depositor's remark. Unless noted, calls come from the whole dose curve; as a rule, active = well fitted curve in the direction sought with a large enough effect; inconclusive = small, poorly fitted or top-dose-only effect, or another doubt; inactive = no such curve, though single readings can be large; an effect the other way counts as inactive or inconclusive. Not all compounds are listed; count on the stated rates, not on these rows.

SMILES	EPAC1 antag	Mm-Cpn inhibitor	PI5P4Ka inh	CCT modulator	EPAC1 agonist	EPAC2 antag	WRN inhibitor	PLK1 PBD inh
COc1ccc(NS(=O)(=O)c2ccc(NC(=O)C(C)(C(F)(F)F)C(F)(F)F)cc2)nn1	0%	-1%	7	-0.8	3%	-2%	-16%	-18%
CC1CCCCN1S(=O)(=O)c1ccc(S(=O)(=O)N2CCN(c3ccc(F)cc3)CC2)cc1 (stereo not given)	-3%	0%	/	-0.4	-1%	7%	1%	-2%
CCN1CCN(c2cc(C)c3cc(NC(=S)N4CCOCC4)ccc3n2)CC1	-7%	2%	5	0.5	-10%	4%	-11%	4%
c1ccc(-n2cccc2CNC2CCCCC2)cc1	21%	1%	/	1.2	-2%	10%	-15%	-15%
O=C1C=C(c2ccccc2)C(c2ccccc2)C1O (stereo not given)	9%	/	0	-4.0	13%	0%	1%	-9%
COc1ccc(-n2c(-c3ccc(Cl)cc3)c[nH]c2=S)cc1	1%	2%	-15	-3.0	3%	-6%	-1%	-4%
CCOC(=O)c1c(S(=O)(=O)NCC(=O)NCc2cccc(C)c2)c(C)n(C)c1C	-3%	5%	2	1.5	9%	6%	-5%	-7%
Cc1cc(Cl)ccc1OCC(=O)OCC(=O)Nc1cccnc1Cl	-6%	0%	2	3.0	-4%	-5%	1%	-7%
O=[N+]([O-])c1cc([N+](=O)[O-])c2oc(-c3ccccc3)c(Br)c2c1O	25µM*	2%	-102*	-0.6	6%	20µM*	?	8.4µM*
CCN(CCn1cccn1)Cc1ccccc1OCC(O)CN1CCc2ccccc2C1 (stereo not given)	23%	4%	17	2.1	-10%	2%	-4%	-5%
O=C(CSc1ncnc2sc3c(c12)CCC3)NCC1CCCO1 (stereo not given)	11%	1%	-2	-1.7	9%	-11%	-1%	-2%
COc1ccc(-n2ncc3c2CC(C)(C)CC3NC(=O)c2ocnc2C)cc1 (stereo not given)	-21%	1%	-2	0.9	12%	-8%	-1%	-4%
CNC(=O)c1ccccc1F	-10%	0%	-1	-3.4	7%	-4%	-2%	-12%
ONC(=Nc1ccccc1Cl)c1c(F)cccc1F	-3%	/	-7	-2.9	-2%	-17%	5%	-14%
O=C(COC(=O)c1n[nH]c2ccccc12)Nc1ccccc1F	-7%	-21%	-1	-5.9	-4%	-1%	-11%	1%
Cc1ccc2nc3cc([N+](=O)[O-])cc([N+](=O)[O-])c3cc2c1	-5%	-2%	-2	-2.6	11%	-17%	-9%	0.95µM*
C/[N+]([O-])=C\C1C(=O)CC(C)(C)CC1=O	5%	-2%	3	0.2	2%	13%	-1%	2%
O=C1c2ccccc2-c2onc3ccc(N4CCCC4)c1c23	146%[activator]	-9%	-26	-1.4	-152%[inhibitor]	125%[activator]	22µM*	?
CN1CCC(CNC(=O)Nc2csc3ccccc23)CC1	-5%	-4%	1	0.8	-7%	10%	11%	5%
O=C(N/N=C\c1cccnc1)c1ccc(Cl)s1	9%	-28%	-20	-4.2	15%	-8%	11%	-11%
Cn1cnnc1SCC(=O)c1c[nH]c2ccccc12	-3%	0%	/	-0.9	8%	-2%	0%	-9%
Cc1noc(NS(=O)(=O)c2ccc(NC(=O)c3ccoc3C)cc2)c1C	2%	-2%	4	-1.2	1%	-1%	-23%[57.1 µM]	-12%
NS(=O)(=O)c1ccc(NC(=O)CSC2CCCCC2)cc1	9%	2%	-14	0.7	-1%	1%	9%	30µM*
CCC(=O)N(CCc1ccc(OC)c(OC)c1)Cc1cc2ccc(C)cc2n2nnnc12	3%	1%	2	0.4	0%	25%	3%	-3%
C[C@]12CC[C@@H]3c4ccc(O)cc4C(=O)C[C@H]3[C@@H]1CC[C@@H]2O	-3%	2%	-7	1.0	-4%	-13%	7%	-12%
COc1ccc(Nc2cc(C(=O)N3CCc4ccccc4C3)c3ccccc3n2)c(OC)c1	-9%	1%	8	-15	-5%	-7%	-10%	5%
O=C(O)c1ccc(CNC(=O)c2ccc(Br)o2)cc1	-4%	0%	/	-1.8	8%	2%	-3%	-14%
N/C(Cc1ccc(Cl)cc1)=N\OC(=O)C1CCCCC1	-3%	-2%	3	-2.4	-7%	17%	-6%	9%
CN1CCC(C)(C(=O)Nc2cccc3c2CCCC3)C1 (stereo not given)	-23%	/	0	1.3	-2%	1%	-4%	-13%
O=C(c1ccc(Cl)c(Cl)c1)N1CCC(=O)N(C(COCc2ccccc2)Cc2ccccc2)CC1 (stereo not given)	-20%	-1%	5	-0.1	5%	-5%	-13%	-12%
O=c1[nH]c(=O)n([C@H]2C[C@H](O)[C@@H](CO)O2)cc1I	1%	1%	0	1.1	-8%	-9%	-2%	-8%
CCN(CC)c1ccc(C(=C2C=CC(=[N+](CC)CC)C=C2)c2ccc(S(=O)(=O)O)cc2S(=O)(=O)[O-])cc1	-27%	/	-57*	0.5	-10%	-15%	-6%[11.6 µM]	-13%
Nc1ncnc2c1CN(Cc1ccccc1)CC2	2%	/	2	-1.2	13%	8%	7%	-5%
Cc1ccccc1NC(=O)NC1(C(=O)NCCCN2CCOCC2)CCCCC1	6%	2%	-5	-0.4	-1%	15%	4%	2%
CC(C)CC(C(=O)OCC(=O)c1c(N)n(C)c(=O)n(C)c1=O)N1C(=O)C2CC=CCC2C1=O (stereo not given)	-4%	-3%	2	-3.9	-16%	-5%	-6%	-4%
O=C(Nc1cccc(C(F)(F)F)c1)c1cccc(NS(=O)(=O)c2ccc(O)c(C(=O)O)c2)c1	?	-1%	-14	-2.5	-10%	-12%	-17%	-28%
CN(CC(=O)Nc1ccc(N2CCOCC2)cc1)CC(=O)Nc1ccccc1[N+](=O)[O-]	3%	-2%	-13	-0.5	-15%	4%	-25%[57.1 µM]	4%
O=C(COc1ccccc1)N=C1SC2CS(=O)(=O)CC2N1c1ccc(F)cc1F (stereo not given)	6%	0%	0	-1.5	-9%	1%	4%	-9%
Cc1cccc(C)c1NC(=O)c1nc(S(=O)(=O)Cc2ccccc2)ncc1Cl	-11%	-2%	-1	0.9	-20%	2%	-20%	?
CC(OC(=O)c1ccc(Cl)nc1)C(=O)NC1(C#N)CCCCC1 (stereo not given)	-17%	0%	2	-0.6	4%	9%	21%	-8%
O=C(CCSc1nnc(-c2ccncc2)o1)Nc1ccc(F)cc1	5%	0%	-3	-1.4	2%	0%	2%	2%
OC(COCc1cccs1)CN1CCCCCC1 (stereo not given)	-5%	-2%	5	-2.6	9%	-4%	-30%[57.1 µM]	-13%
CC1CCN(S(=O)(=O)c2cc([N+](=O)[O-])ccc2Cl)CC1	-21%	3%	3	-0.5	4%	-13%	2%	-4%
Cn1c(O)c(N=NC(=O)c2ccccc2O)c2ccccc21	32µM*	-1%	?	-4.1	2%	-16%	-22%[57.1 µM]	3.4µM*
CN(C)c1[nH]c(=O)c(C#N)c2c1CCN2Cc1ccccc1	10%	0%	0	2.1	-6%	10%	6%	-6%
COc1ccc(NC(=O)NCc2cccnc2)cc1OC	2%	1%	/	-1.6	-4%	6%	13%	-1%
CCOC(=O)C1CCCN(C(=O)CCc2nnc(-c3ccc(C(C)=O)s3)o2)C1 (stereo not given)	24%	-1%	13	0.0	-3%	1%	0%	-21%
Cc1cc(C(=O)Nc2cc(C(C)(C)C)on2)c(C)o1	-16%	-3%	6	3.0	-10%	-18%	-6%	1%
CCOc1cc(/C=C/C(=O)N(CC)CC(=O)NCc2cccs2)cc(Cl)c1OC	7%	3%	0	-0.3	10%	-10%	1%	-11%
N/C(Cn1nnc(-c2ccccc2)n1)=N\O	-8%	3%	-2	1.0	-4%	5%	1%	1%
C(=C\c1ccccc1)/CN1CCN(C(c2cccc3ccccc23)c2nnnn2Cc2ccccc2)CC1 (stereo not given)	-10%	/	-1	0.1	5%	11%	1%	2%
CC1(C)CC(=O)C/C(=N\NC(=O)CCc2ccc(S(=O)(=O)N3CCOCC3)cc2)C1	1%	1%	2	-4.1	4%	-2%	3%	-7%
COc1ccc(C(C(=O)NCC2CCCO2)N(C(=O)CNC(=O)c2cccs2)c2ccccc2C)cc1OC (stereo not given)	14%	4%	1	-2.8	4%	13%	3%	-3%
COc1ccc(N(CC(=O)NC(C)c2ccccc2)S(=O)(=O)c2ccc(C)cc2)cc1 (stereo not given)	10%	-5%	2	-1.3	-7%	7%	-3%	-1%
N#CC1=C(N)NC(SCC(=O)Nc2ccccc2)=C(C#N)C12CCCCC2	9%	1%	-1	3.2	-4%	0%	-20%	-26%
S=c1nc[nH]c2c1cnn2-c1ccccc1	2%	-4%	-4	-0.9	14%	-1%	2%	-2%
CCOCCOc1cc(NCc2ccccc2)c2ncn(C(C)C)c2c1	-25%	/	0	-0.6	-8%	-15%	4%[11.6 µM]	1%
CCN1CCN(C(c2cccs2)C(C)NS(=O)(=O)c2ccc(Br)cc2)CC1 (stereo not given)	3%	1%	11	2.7	1%	27%	-6%	1%
O=C(NNC(=S)Nc1ccc(C(=O)O)c(O)c1)c1ccncc1	3%	/	-85*	-2.3	15%	-7%	-17%	27µM*
CCc1ccc(N2CN(Cc3cccnc3)CNC2=S)cc1	11%	0%	-1	-0.8	-1%	15%	1%	8%

Some of the entries so far, with values under each structure.
Value order: EPAC1 antag | Mm-Cpn inhibitor | PI5P4Ka inh | CCT modulator | EPAC1 agonist | EPAC2 antag | WRN inhibitor | PLK1 PBD inh
S=c1nc[nH]c2c1cnn2-c1ccccc1
→ 2% | -4% | -4 | -0.9 | 14% | -1% | 2% | -2%
CCc1ccc(N2CN(Cc3cccnc3)CNC2=S)cc1
→ 11% | 0% | -1 | -0.8 | -1% | 15% | 1% | 8%
CCN1CCN(C(c2cccs2)C(C)NS(=O)(=O)c2ccc(Br)cc2)CC1 (stereo not given)
→ 3% | 1% | 11 | 2.7 | 1% | 27% | -6% | 1%
C(=C\c1ccccc1)/CN1CCN(C(c2cccc3ccccc23)c2nnnn2Cc2ccccc2)CC1 (stereo not given)
→ -10% | / | -1 | 0.1 | 5% | 11% | 1% | 2%

(continued)
SMILES	EPAC1 antag	Mm-Cpn inhibitor	PI5P4Ka inh	CCT modulator	EPAC1 agonist	EPAC2 antag	WRN inhibitor	PLK1 PBD inh
Cn1nc(C(=O)Nc2ccccc2)c2c1-c1ccccc1S(=O)(=O)C2	8%	-3%	2	0.1	8%	5%	-2%	3%
COc1ccc(/C=N/n2c(=O)[nH]c3c([nH]c4ccc(Cl)cc43)c2=O)cc1CN1CCCCC1	-8%	-1%	10	-1.6	11%	23%	-9%	1%
CCCC(=O)NC(C)c1nc2ccccc2n1C(C)C (stereo not given)	3%	-5%	1	-1.0	-4%	1%	-3%	-10%
Cc1ccc(NC(=O)CN(C)C(=O)c2cccc(S(=O)(=O)N3CCCC3)c2)cc1	0%	0%	-1	1.9	-6%	21%	-4%	4%
